From PubChem
Lipid storage S3 – qHTS Assay for Lipid Storage Modulators in Drosophila S3 Cells. Drosophila S3 cells, BODIPY lipid droplet fluorescence, 18-24 h; cells fed with added oleic acid. actives 0.64% (n = 320,000). lipid storage change, negative = inhibition, % at the top dose, mostly 46.1 µM; hits show Potency in µM; active = well fitted inhibition curve with a large enough effect in the signal ratio, with a control signal flat, not every such curve was filed as active; inconclusive = small, poorly fitted or top-dose-only effect, or effect the other way, or a change in a side signal; the % refers to the signal ratio
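Drosophila S3 cells loaded with oleic acid (400 uM, as added) and compounds at several concentrations; lipid droplets imaged by 488-nm laser-scanning cytometry, 500–530 nm intensity and object ratio to cell channel. Percent activity normalized to 20 uM Triacsin C.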
Lipid storage S3 cell count max – further read-out of Lipid storage S3, marked with its call; cell number change, %; measured here: cell count max response;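 cells counted by Cell Tracker Red CMTPX staining in the red channel; peak over a dose series mostly up to 46.1 µM; percent activity relative to internal control wells on each plate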
* marks the source's active call; other numbers are inactive results; i = inactive; u = inconclusive; x = not tested or not shown. % is scaled to controls: 0 for no effect and ±100 for the full control effect; potency is read from the fitted curve at half-maximal effect. Some of the compounds tested. The share of hits here may be higher or lower than overall.

SMILES,Lipid storage S3,Lipid storage S3 cell count max
CN(C)/C=C(\C#N)C(=O)Nc1ccccc1,u,x
CCOC(=O)N1CCN(C(=O)Cc2ccc(-n3c(=S)[nH]c4ccccc4c3=O)cc2)CC1,13%,-1
COc1ccc(OC)c(/C=N/N(C)c2ccccc2)c1,u,x
O=C(N/N=C/c1ccco1)Nc1ccccc1,8%,-11
Cc1cccc(C2=NC(C(F)(F)F)(C(F)(F)F)c3c(n(-c4ccc(F)cc4)c(=O)[nH]c3=O)N2)c1,u,x
CN(C1CC(C)(C)NC(C)(C)C1)S(=O)(=O)CC12CCC(CC1=O)C2(C)C (stereo unspecified),u,x
CC1(C)OC(=O)C(=CNC(=O)c2c(F)cccc2F)C(=O)O1,u,x
CCC(NC(=O)C1C2C=CC(C2)C1C(=O)O)c1ccc(C)cc1 (stereo unspecified),u,x
CCCOP(=O)(c1ccc(N(C)C)cc1)C(O)c1ccc(Br)cc1 (stereo unspecified),1%,11
O=C(NC(=S)Nc1ccc(S(=O)(=O)N2CCCC2)cc1)c1cccs1,u,x
Cc1ccc(NC(C)C(=O)N/N=C/c2c[nH]c3ccccc23)cc1 (stereo unspecified),21%,28
COc1ccc(N(CC(=O)NC2CCCCC2)C(=O)c2snc(C(N)=O)c2N)cc1,u,x
CCn1c2ccccc2c2cc(NC(=O)c3ccc(=O)oc3)ccc21,-11%,-3
Cc1ccc(CCN2CC(C(=O)NCCCOC(C)C)CC2=O)cc1 (stereo unspecified),u,x
COc1cc(C(=O)OCC(=O)Nc2c(C)n(C)n(-c3ccccc3)c2=O)c([N+](=O)[O-])cc1OC,u,x
O=C(CN1CCN(c2ccccn2)CC1)NCc1cccs1,u,x
Cc1cccn2c(=O)c(C=Nc3c(C)n(C)n(-c4ccccc4)c3=O)c(N3CCCC3)nc12,5%,-3
C/[N+]([O-])=C/c1c(OCc2ccccc2)ccc2ccccc12,u,x
O=C(NCC1CCCO1)c1cccc(NC(=O)c2ccc(Br)cc2)c1 (stereo unspecified),u,x
COc1ccc(C2(CNC(=O)c3cccs3)CCOCC2)cc1,i,x
O=C(c1ccc2c(c1)OCO2)N1CCC2(CC1)Oc1ccc(F)cc1C(=O)C21CC(c2cccnc2)=NO1 (stereo unspecified),-2%,-1
Cc1c(N)c(C(C)(C)C)cc(C(C)(C)C)c1[N+](=O)[O-],u,x
O=C1C2Sc3[nH]c(=O)sc3C(c3ccccc3)C2C(=O)N1c1ccc(Cl)cc1 (stereo unspecified),-2%,2
COc1ccccc1OCCNC(=O)C1CC(=O)N(c2ccccc2OC)C1 (stereo unspecified),u,x
O=[N+]([O-])c1cccc(NC(=S)NCCc2ccccc2)c1,u,x
COc1ccc(C(=O)C[n+]2ccc3c(c2)nc(-c2ccccc2)n3C)cc1,6%,3
O=C(CSc1ccccn1)N1CCN(S(=O)(=O)c2ccc(Cl)cc2)CC1,u,x
CC1CCCCC1NC(=O)Cc1ccc(S(=O)(=O)N2CCOCC2)s1 (stereo unspecified),23%,x
CC1(C)NC(=O)N(CC(=O)OCC(=O)Nc2cccc(F)c2)C1=O,u,x
COc1ccc(-n2cc(-c3ccc(OC(F)F)cc3)[n+]3c2CCCCC3)cc1,u,x

A second format for some results above.
> O=C(N/N=C/c1ccco1)Nc1ccccc1
  Lipid storage S3 = 8% | Lipid storage S3 cell count max = -11

> Cc1cccc(C2=NC(C(F)(F)F)(C(F)(F)F)c3c(n(-c4ccc(F)cc4)c(=O)[nH]c3=O)N2)c1
  Lipid storage S3 = u | Lipid storage S3 cell count max = x

> CN(C1CC(C)(C)NC(C)(C)C1)S(=O)(=O)CC12CCC(CC1=O)C2(C)C (stereo unspecified)
  Lipid storage S3 = u | Lipid storage S3 cell count max = x

(next part)
SMILES,Lipid storage S3,Lipid storage S3 cell count max
COc1ccc(S(=O)(=O)Nc2c(C)n(C)n(-c3ccccc3)c2=O)c(Cl)c1Cl,u,x
COc1ccc(S(=O)(=O)N2CCc3ccccc3C2)cc1,-7%,5
CCOc1cc(C2NC(=O)NC2=O)ccc1O (stereo unspecified),u,x
COCc1c(Br)c(C)nc(OCC(=O)O)c1C#N,u,x
Cc1ccc(C(=O)N/C(=C/c2ccco2)C(=O)NCc2ccco2)cc1,-23%,4
COc1ccc(NC(=O)C(c2ccc(OC)cc2)N(C)C(=O)Cc2cccs2)cc1 (stereo unspecified),20%,9
COCCN(C(=O)CCC(=O)Nc1ccccn1)C(C(=O)NC(C)C)c1ccc(Cl)cc1 (stereo unspecified),i,-24
CC(C)c1ccc(-c2nc3ccccc3s2)cc1,4%,5
CCOC(=O)N1CCN(C(=O)c2cc(Cl)c(Cl)cc2C(=O)O)CC1,u,x
Cc1ccc(OCC(=O)Nc2ccccc2-c2ccccc2)cc1,1%,-7
Cc1ccc(-c2c[n+](CC(=O)c3ccc(Br)cc3)c3n2CCCCC3)cc1,u,x
CNC(=O)CN1C(=O)NC2(CCc3ccccc3C2)C1=O (stereo unspecified),u,x
COc1ccc(Cl)cc1C(=O)Nc1nc(C)cc(C)n1,i,-7
COc1cccc(C=NCCNC(=O)c2nonc2N)c1O,-5%,2
O=C(c1ccc2c(c1)OCO2)N(c1ccccc1)C1C=CS(=O)(=O)C1 (stereo unspecified),u,x
N#Cc1cc([N+](=O)[O-])ccc1NC(=O)COC(=O)C1CC2CCCC(C1)C2=O (stereo unspecified),i,24
Nc1ccc2nc(-c3ccc(Cl)cc3)[nH]c2c1,-10%,-6
CCN1CCN(c2nc3c(C)cccn3c(=O)c2/C=C(\C#N)S(=O)(=O)c2ccc(Cl)cc2)CC1,5%,6
COc1ccc(C2=NN(C(=O)CCC(=O)O)C(c3ccccc3)C2)cc1 (stereo unspecified),u,x
Cc1cc(C(=O)Nc2nnc(C(F)(F)F)s2)cs1,1%,-19
CCc1ccc(N2CC(C(=O)NC3CC3)CC2=O)cc1 (stereo unspecified),u,x
NC(CSS(=O)(=O)O)=NCCC12CC3CC(CC(O)(C3)C1)C2,u,x
Cn1c(Cc2ccccc2)nnc1SCC(=O)N1CCCCC1,0%,12
Cc1ccc2nc(N(CCN(C)C)C(=O)c3cc(Cl)sc3Cl)sc2c1,3%,-15
C/C(=N\NC(=O)c1n[nH]c2c1CCC2)c1cccs1,14%,-6
COc1ccc(Cl)cc1NC(=O)CSc1nnc(-c2ccco2)o1,-18%,-5
CN1C(=O)C(O)(CC(=O)c2ccc(F)cc2)c2cc(Br)ccc21 (stereo unspecified),i,x
Cc1csc2nc(COC(=O)c3ccc(Cl)c([N+](=O)[O-])c3)cc(=O)n12,-10%,-15
Cc1ccc(NC(=O)C2(S(=O)(=O)c3ccc(Cl)cc3)CC2)cc1,-4%,-9
CC(C)CC1NC(=O)c2ccccc2-n2c1nc1cc(F)ccc1c2=O (stereo unspecified),u,x
COc1ccc(NC(=O)CC2C(=O)N(c3ccc(OC)cc3)C(=S)N2NC(=O)c2cccc(F)c2)cc1 (stereo unspecified),u,x
COCC(C)NC(=O)c1cccc([N+](=O)[O-])c1 (stereo unspecified),-3%,1
Nc1c(Cl)ncnc1N/N=C/c1ccccn1,u,x
CCN(CC(=O)Nc1cc(Cl)ccc1C)C(=O)c1ccc2c(c1)NC(=O)C(C)S2 (stereo unspecified),u,x
CCOC(=O)N1CCN(C(=O)C2CCCN(S(C)(=O)=O)C2)CC1 (stereo unspecified),u,x
O=C1NC(=O)/C(=C\c2ccc(Sc3ccc(Cl)cc3)o2)N1,u,x
CC(/C=C/c1ccccc1)=N\NC(N)=S,u,x
COc1ccccc1NS(=O)(=O)c1ccc(N2CCOCC2)c(NC(=O)c2ccco2)c1,i,x
COc1ccc(S(=O)(=O)N(C)CC(=O)NCc2ccccc2)cc1OC,u,x
O=c1c2ccccc2[nH]c2ccc(F)cc12,-8%,-16
CC(Oc1ccc(Br)cc1Cl)C(=O)Nc1ccncc1 (stereo unspecified),u,x
Cc1nnc(NC(=O)CSCc2ccccc2)s1,u,x
O=C(NCCCN1CCCC1=O)c1cc(COc2ccc(F)cc2F)on1,i,-10
CC1=NN(c2ccccc2)C(=O)/C1=C\c1cn(-c2ccccc2)nc1C,u,x
CC(OC(=O)CC1CCCCC1)C(=O)Nc1cccc(C#N)c1 (stereo unspecified),i,-23
COc1ccc(S(=O)(=O)NCCCCNS(=O)(=O)c2ccc(OC)cc2)cc1,u,x
CC(=O)c1ccc(N2CCN(c3ncc(C(F)(F)F)cc3Cl)CC2)cc1,u,x
O=C1C2C(c3cccc(/C=C/c4ccccc4)c3)CC=CC2C(c2ccc3ccccc3c2)N1Cc1ccccc1 (stereo unspecified),1%,15
Cc1cccc(NS(=O)(=O)c2ccc(C(=O)N3CCN(c4ccccc4O)CC3)cc2)c1C,u,x
CC(C)Oc1cccc(C(=O)C2CCCN(Cc3ccc4nonc4c3)C2)c1 (stereo unspecified),16%,3
COc1ccc(/C=C2\Oc3cc(OCC(=O)N4CCC[C@H]4C(=O)O)ccc3C2=O)cc1OC,u,x
Nc1nnnn1/N=C/c1ccccc1C(F)(F)F,-6%,-17
Oc1ccc(-c2nccc(-c3ccc(F)cc3)n2)cc1,u,x
Cc1ccccc1N1CCN(C(=S)c2ccccc2)CC1,u,x
CCN(CC)CCOC(=O)c1ccc(NC(=O)c2cn(-c3ccccc3)nc2-c2cccs2)cc1,u,x
Cc1ccc(N2C(=O)N(CC(=O)NCc3ccccc3Cl)C(=O)C2C)cc1 (stereo unspecified),u,x
Cc1ccc(S(=O)(=O)NC2CCCC2)cc1C,u,x
CCn1c(=O)c(C(=O)NC(C)c2ccccc2)c(O)c2ccccc21 (stereo unspecified),i,29
COCCOC(=O)c1[nH]c2c(c1C)C(=O)CC(c1cc(OC)c(OC)c(OC)c1)C2 (stereo unspecified),u,x
C[C@H](NC(=O)c1nc[nH]c1C(=O)N[C@@H](C)C(=O)OC(C)(C)C)C(=O)OC(C)(C)C,-2%,-27

Other entries:
SMILES,Lipid storage S3,Lipid storage S3 cell count max
O=C(Nc1ccc2nsnc2c1)c1ccc2c(c1)OCO2,u,x
COCCNCCCCSc1ccc(Cl)cc1,14%,7
CCC(=O)Nc1ccc(Cl)c(NC(=O)c2ccccc2OC)c1,u,x
Cc1ccccc1-c1nnn(CC(=O)N2CCN(S(=O)(=O)c3ccc(Cl)cc3)CC2)n1,u,x
COc1ccc(C(C(=O)NC(C)(C)C)N(C(=O)Cn2nnc3ccccc32)c2ccc(C(C)=O)cc2)cc1O (stereo unspecified),9%,13
CCCCC(=O)NCCc1cc2ccc(OC)cc2[nH]c1=O,-10%,-20
Cc1nnc2n1N=CC=C(C(C)(C)C)S2,u,x
Cc1ccc2[nH]c3c(c2c1)SC(C)(C)CC3=O,u,x
Cc1cccc(NC(=O)NCCN2CCN(c3ccccc3)CC2)c1C,9%,12
COc1ccc(OC)c(Nc2nc(N)c([N+](=O)[O-])c(NC3CCCCC3)n2)c1,u,x
N#Cc1ccccc1OCC(=O)OCCCOC(=O)COc1ccccc1C#N,u,x
Cc1cc(C[n+]2ncsc2N)c2ncccc2c1,18%,2
Brc1ccc(C2=Nc3cccc4cccc(c34)N2)o1,-3%,-7
Cc1ccc(SCc2cc(=O)[nH]c(/N=C(\N)Nc3cccc4ccccc34)n2)cc1,12%,8
O=C(O)CSc1nc(SCc2ccccc2Cl)nc2c1CCCC2,u,x

The list goes on, starting with the last 6 of the part before.
SMILES,Lipid storage S3,Lipid storage S3 cell count max
COc1ccc(OC)c(Nc2nc(N)c([N+](=O)[O-])c(NC3CCCCC3)n2)c1,u,x
N#Cc1ccccc1OCC(=O)OCCCOC(=O)COc1ccccc1C#N,u,x
Cc1cc(C[n+]2ncsc2N)c2ncccc2c1,18%,2
Brc1ccc(C2=Nc3cccc4cccc(c34)N2)o1,-3%,-7
Cc1ccc(SCc2cc(=O)[nH]c(/N=C(\N)Nc3cccc4ccccc34)n2)cc1,12%,8
O=C(O)CSc1nc(SCc2ccccc2Cl)nc2c1CCCC2,u,x
O=C(NCCN1CCOCC1)/C(=C\c1ccc(F)cc1)NC(=O)c1ccccc1,u,x
Cc1ccc2nc(SCC(=O)Nc3ccc(Cl)cc3)nc(=O)n2c1,u,x
CC12C(=O)N(c3ccccc3)C(=O)C1C(c1ccccc1)N1CCCN12 (stereo unspecified),0%,9
O=C(CCC(=O)N1CCN(S(=O)(=O)c2ccc(Cl)cc2)CC1)Nc1cccc(Br)c1,u,x
Cc1nn(CC(=O)N(C)C)c(=O)c2ccccc12,u,x
Cc1ccc2cc(CN(C(=O)C3CCCO3)C3CCCCC3)c(=O)[nH]c2c1 (stereo unspecified),u,x
Cn1c(=O)c(=O)n(C)c2cc(N3CCOCC3)c(NS(=O)(=O)c3ccc(Br)cc3)cc21,u,x
